NTMT1 inh: Primary qHTS for Inhibitors of N-terminal methyltransferase 1 (NTMT1): MTaseGlo Assay. NTMT1 MTase-Glo SAH luminescence, purified enzyme. AID 1645870, 2021. 59,000 compounds, 2.5% hits. N-terminal Xaa-Pro-Lys N-methyltransferase 1 (Homo sapiens), Q9BV86. Potency, µM (highest dose often 114 µM), inactives show at the highest dose activity change, negative = inhibition, usual class: inhibitors;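 also: plate controls were DMSO vehicle for no effect and no enzyme for full effect; nearly all actives have a fitted effect of over 65% in size; many of its hits are not listed in these tables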
Target sequence (Q9BV86 whole entry, looked up): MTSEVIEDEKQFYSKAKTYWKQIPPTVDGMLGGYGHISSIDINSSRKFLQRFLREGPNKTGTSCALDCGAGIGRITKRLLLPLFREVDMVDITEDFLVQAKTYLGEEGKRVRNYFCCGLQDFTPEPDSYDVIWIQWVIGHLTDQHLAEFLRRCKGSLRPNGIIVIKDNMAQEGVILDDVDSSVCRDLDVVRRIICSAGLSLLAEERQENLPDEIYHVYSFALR
FH mod: Identification of activators of human fumarate hydratase by quantitative high-throughput screening | AID 1347055, 2019 | Fumarate hydratase, mitochondrial (Homo sapiens), P07954 | FH coupled MDH/diaphorase resazurin fluorescence, 15 min | Potency, µM (doses to about 79.9 µM), for the others: at the top dose activity change, negative = inhibition, usual class: inhibitors | 54,000 compounds, 0.22% hits; also: the screen sought activators but most active calls are inhibition curves; nearly all actives have a fitted effect of over 45% in size
Target sequence (P07954 whole entry, looked up): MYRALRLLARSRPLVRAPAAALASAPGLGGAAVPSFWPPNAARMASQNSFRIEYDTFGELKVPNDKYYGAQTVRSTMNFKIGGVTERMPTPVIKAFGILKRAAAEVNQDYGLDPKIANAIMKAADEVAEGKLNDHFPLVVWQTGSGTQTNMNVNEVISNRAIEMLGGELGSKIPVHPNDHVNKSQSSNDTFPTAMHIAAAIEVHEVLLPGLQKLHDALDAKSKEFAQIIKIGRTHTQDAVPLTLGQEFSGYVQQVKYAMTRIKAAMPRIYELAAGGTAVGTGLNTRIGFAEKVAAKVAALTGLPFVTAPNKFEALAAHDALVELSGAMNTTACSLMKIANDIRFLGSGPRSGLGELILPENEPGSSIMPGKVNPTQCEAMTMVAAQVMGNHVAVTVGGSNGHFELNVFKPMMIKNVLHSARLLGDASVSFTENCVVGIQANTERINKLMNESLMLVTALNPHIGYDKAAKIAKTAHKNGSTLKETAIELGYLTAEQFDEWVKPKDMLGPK
* marks the source's active call; other numbers are inactive results; ? = inconclusive; & = joins results of further samples; ! = not confirmed by another sample; [ ] = dose if it differs, or a comment. Calls follow the shape of the dose curve; as a rule, active = well fitted curve in the direction sought with a large enough effect; inconclusive = small, poorly fitted or top-dose-only effect, or another doubt; inactive = no such curve, though single readings can be large; an effect the other way counts as inactive or inconclusive. Unless noted, % is scaled to controls: 0 for no effect and ±100 for the full control effect; potency is read from the fitted curve at half-maximal effect. Some of the compounds tested. The share of hits here may be higher or lower than overall.

Sequence of screens: NTMT1 inh, FH mod
> CN1CCN(Cc2ccc(Nc3ncc(Cl)c(Nc4ccccc4S(=O)(=O)N(C)C)n3)cc2)CC1
  ?, 0%[13.5 µM]
> COC(=O)C1=CO[C@@H](O[C@@H]2O[C@H](CO[C@@H]3O[C@H](COC(=O)/C=C/c4ccc(O)cc4)[C@@H](O)[C@H](O)[C@H]3O)[C@@H](O)[C@H](O)[C@H]2O)[C@@H]2C(CO)=CC[C@H]12
  -13%[12.6 µM], 4%[20.6 µM]
> CCN(CC)C(=S)SSC(=S)N(CC)CC
  3.5µM*!, ?
> Cc1cc(C(=O)NOCCO)c(Nc2ccc(I)cc2F)n(C)c1=O
  7%, 5%
> CC(C)n1c(/C=C/[C@@H](O)C[C@@H](O)CC(=O)O)c(-c2ccc(F)cc2)c2ccccc21
  ?, -8%[53.3 µM]
> O=C(Nc1ccc(C(O)(C(F)(F)F)C(F)(F)F)cc1)c1ccc(C(F)(F)F)cc1
  2%[57.5 µM], -19%
> CCOc1ccc(Cc2nccc3cc(OCC)c(OCC)cc23)cc1OCC
  -20%[57.5 µM], -4%[53.3 µM]
> C1N2CN3CN1CN(C2)C3
  35%[activator][57.5 µM], -1%[53.3 µM]
> Cc1nc(N)nc(N)c1-c1ccc(Cl)c(Cl)c1
  5%[57.5 µM], -1%[53.3 µM]
> COC(=O)C(c1ccccc1Cl)N1CCc2sccc2C1 (stereo not given)
  ?, -4%[53.3 µM]

Next structures follow:
Sequence of screens: NTMT1 inh, FH mod
> C/C=C1/C[N+](C)([O-])C2Cc3c([nH]c4ccccc34)C(=O)CC1C2C(=O)OC (stereo not given)
  8%[29.8 µM], 0%[53.3 µM]
> CCCCCCCCCCCCCCCCOP(=O)([O-])OCC[N+](C)(C)C
  40%[activator][57.5 µM], -25%[53.3 µM]
> COc1cc2c(Nc3ccc(Cl)c(Cl)c3F)ncnc2cc1OCC1C[C@@H]2CN(C)C[C@H]2C1
  24µM*, 5%[53.3 µM]
> COc1ccc(NC(=O)C2C[C@H](C)CC[C@H]2C(C)C)cc1 (stereo not given in full)
  14%[57.5 µM], -4%
> CC(=O)C1(C)CCC2C3C=C(C)C4=CC(=O)CCC4(C)C3CCC21C (stereo not given)
  -11%[57.5 µM], -5%
> CCC[C@@H]1C[C@@H](C(=O)N[C@@H]([C@H]2O[C@H](SC)[C@H](O)[C@@H](O)[C@H]2O)[C@@H](C)O)N(C)C1
  ?, 4%&-5%[53.3 µM]
> O=C1c2ccccc2-[n+]2ccc3c([nH]c4ccccc43)c21
  45µM*, 6.9µM*
> C=C1C(OC(C)=O)CCC2(C)CC3(O)OC(=O)C(C)=C3CC12 (stereo not given)
  6%[29.8 µM], 7%[53.3 µM]
> COc1ccc(-c2c(-c3cc(C(=O)O)ccn3)ncn2C)cc1
  33%[activator][57.5 µM], ?
> C=C1CCC[C@]2(C)CC/C(=C(/CO)C(=O)OC)C[C@@H]12
  -4%[57.5 µM], -7%

Continued:
Sequence of screens: NTMT1 inh, FH mod
> CCCN(CCC)S(=O)(=O)c1ccc(C(=O)O)cc1
  27%[57.5 µM], -8%[53.3 µM]
> CCC(C)C1NC(=O)C2CCCN2C(=O)C(CC(O)CO)OC(=O)CCNC(=O)C(C)N(C)C(=O)C(C(C)C)N(C)C1=O (stereo not given)
  -4%[12.6 µM], -7%[20.6 µM]
> CNC(=O)c1ccc2c(C(=Nc3cccc(CN(C)C)c3)c3ccccc3)c(O)[nH]c2c1
  ?, 1%
> Cc1ccc(NC(=O)c2ccc(CN3CC[C@H](N(C)C)C3)c(C(F)(F)F)c2)cc1Nc1nccc(-c2cncnc2)n1
  6%[29.8 µM], 4%[53.3 µM]
> C[C@@H]1CN(Cc2ccccc2)C[C@H]1c1nc2c(cnn2C2CCOCC2)c(=O)[nH]1
  3%[57.5 µM], 6%
> COc1cc(O)c2c(c1)C1=CC(O)C(O)CC1(C)OC2=O (stereo not given)
  4%[57.5 µM], 4%
> CC(C)C[C@@H]1NC(=O)[C@@H](Cc2ccccc2)NC(=O)C(CCCCCC(=O)C2CO2)NC(=O)[C@@H]2CCCCN2C1=O (stereo not given in full)
  -9%[29.8 µM], 5%[53.3 µM]
> O=C1NC(=O)C(c2cn(-c3ccccc3)nc2-c2ccc(F)cc2)N1 (stereo not given)
  7%[57.5 µM], 13%
> CC1=CC[C@@]2(C)CC[C@@](O)(C(C)C)[C@@H]2[C@@H](O)C1
  19%[57.5 µM], -5%
> CCOC(=O)[C@@H](N)CCC(=O)N[C@@H](CSCc1ccccc1)C(=O)N[C@@H](C(=O)OCC)c1ccccc1
  5%, 13%[53.3 µM]

Reformatted: results already given.
| smiles | NTMT1 inh | FH mod |
| --- | --- | --- |
| CN1CCN(Cc2ccc(Nc3ncc(Cl)c(Nc4ccccc4S(=O)(=O)N(C)C)n3)cc2)CC1 | ? | 0%[13.5 µM] |
| COC(=O)C1=CO[C@@H](O[C@@H]2O[C@H](CO[C@@H]3O[C@H](COC(=O)/C=C/c4ccc(O)cc4)[C@@H](O)[C@H](O)[C@H]3O)[C@@H](O)[C@H](O)[C@H]2O)[C@@H]2C(CO)=CC[C@H]12 | -13%[12.6 µM] | 4%[20.6 µM] |
| CCN(CC)C(=S)SSC(=S)N(CC)CC | 3.5µM*! | ? |
| Cc1cc(C(=O)NOCCO)c(Nc2ccc(I)cc2F)n(C)c1=O | 7% | 5% |
| CC(C)n1c(/C=C/[C@@H](O)C[C@@H](O)CC(=O)O)c(-c2ccc(F)cc2)c2ccccc21 | ? | -8%[53.3 µM] |
| O=C(Nc1ccc(C(O)(C(F)(F)F)C(F)(F)F)cc1)c1ccc(C(F)(F)F)cc1 | 2%[57.5 µM] | -19% |
| CCOc1ccc(Cc2nccc3cc(OCC)c(OCC)cc23)cc1OCC | -20%[57.5 µM] | -4%[53.3 µM] |
| C1N2CN3CN1CN(C2)C3 | 35%[activator][57.5 µM] | -1%[53.3 µM] |
| Cc1nc(N)nc(N)c1-c1ccc(Cl)c(Cl)c1 | 5%[57.5 µM] | -1%[53.3 µM] |

Going on with the list.
Sequence of screens: NTMT1 inh, FH mod
> C[C@@H]1CC[C@]2(C(=O)O)CC[C@]3(C)C(=CCC4[C@]5(C)C(CC[C@]43C)C(C)(C)[C@@H](O)[C@H](O)[C@@H]5O)C2[C@]1(C)O (stereo not given in full)
  -11%[29.8 µM], 0%[53.3 µM]
> CCCc1ncc(C[n+]2ccccc2C)c(N)n1
  35µM*, -3%[53.3 µM]
> CC(C)CC1OC(=O)C2CCCN2C(=O)CCNC(=O)C(Cc2ccccc2)NC(=O)C(C(C)C)N(C)C(=O)C(C(C)C)N(C)C1=O (stereo not given)
  10%[12.6 µM], -1%[20.6 µM]
> CCCNCC(O)COc1ccccc1C(=O)CCc1ccccc1 (stereo not given)
  -6%, -21%&-7%&6%[53.3 µM]
> CN1CCN(CCCN2c3ccccc3Sc3ccc(Cl)cc32)CC1
  ?, -21%&-3%&4%[53.3 µM]
> COc1c/c(=C2\C=c3ccccc3=N2)[nH]/c1=C\c1[nH]c(C)cc1C
  ?, 0%
> CNCC[C@@H](Oc1ccccc1C)c1ccccc1
  -20%[57.5 µM], -2%[53.3 µM]
> COc1cc2nc(N3CCN(C(=O)c4ccco4)C4CCCCC43)nc(N)c2cc1OC (stereo not given)
  ?, -7%
> O=C(O)c1ccccc1O
  12%[57.5 µM], -3%[53.3 µM]
> Cc1ccc(S(=O)(=O)OCC(=O)Nc2ccc(C(=O)O)c(O)c2)cc1
  ?, 0%[53.3 µM]

(cont.)
Sequence of screens: NTMT1 inh, FH mod
> COc1c(C)c(OCC(O)C(C)(C)O)cc2c1COC2=O (stereo not given)
  -10%[57.5 µM], 9%
> COc1ccc(CN2CCN(C(=O)CCNC(=O)c3ccc(C(C)(C)C)cc3)CC2)cc1
  3%[57.5 µM], 0%
> NS(=O)(=O)c1cc2c(cc1Cl)NC(C1CC3C=CC1C3)NS2(=O)=O (stereo not given)
  36%[activator][57.5 µM], -20%&-7%[53.3 µM]
> C[N+]1(C)[C@@H]2C[C@@H](OC(=O)C(O)(c3cccs3)c3cccs3)C[C@H]1[C@@H]1O[C@@H]12
  -1%[57.5 µM], -3%[53.3 µM]
> COc1ccccc1Oc1c(NS(=O)(=O)c2ccc(C(C)(C)C)cc2)nc(-c2ncccn2)nc1OCCO
  61%[activator][57.5 µM], 13%[53.3 µM]
> CC1(C)CC2C3=CCC4C5(C)CCC(OC6OC(C(=O)O)C(O)C(O)C6OC6OC(CO)C(O)C(O)C6OC6OC(CO)C(O)C(O)C6O)C(C)(CO)C5CCC4(C)C3(C)CCC2(C)C(OC2OCC(O)C(OC3OC(CO)C(O)C(O)C3O)C2O)C1O (stereo not given)
  1%[6.45 µM], 4%[13.5 µM]
> O=C1Nc2cc(Cl)ccc2Oc2ccccc21
  23%[57.5 µM], -1%[53.3 µM]
> Nc1ccc(-c2ccnc(NCCCNC(=O)c3c(Cl)cccc3Cl)n2)cc1
  ?, -3%
> CCN(CC)C(=O)c1ccc(O)c(OC)c1
  -7%[57.5 µM], -1%&8%[53.3 µM]
> CC1(C)CC[C@]2(C(=O)O[C@@H]3O[C@H](CO)[C@@H](O)[C@H](O)[C@H]3O)CC[C@]3(C)C(=CCC4[C@@]5(C)C[C@H](O)[C@H](O[C@@H]6OC[C@@H](O)[C@H](O)[C@H]6O)[C@@](C)(CO)C5CC[C@]43C)C2C1 (stereo not given in full)
  5%[12.6 µM], 0%[20.6 µM]

Continued:
Sequence of screens: NTMT1 inh, FH mod
> O=C(/C=C/c1ccccc1)OCC1=CC[C@@H]2C(C(=O)O)=CO[C@@H](O[C@@H]3O[C@H](CO)[C@@H](O)[C@H](O)[C@H]3O)[C@H]12
  14%[29.8 µM], 9%[53.3 µM]
> C=CC(C)(O)CC/C=C(\C)C(=O)OC1C(O)C(CO)OC(OC(=O)C23CCC(C)(C)CC2C2=CCC4C5(C)CCC(OC6OC(COC7OCC(OC(C)=O)C(O)C7OC7OC(COC(C)=O)C(O)C(O)C7OC(C)=O)C(O)C(O)C6OC6OCC(O)C(O)C6O)C(C)(C)C5CCC4(C)C2(C)C(O)C3O)C1OC1OCC(OC2OCC(O)C(OC3OCC(O)C(O)C3O)C2O)C(O)C1O (stereo not given)
  -10%[6.45 µM], 3%[13.5 µM]
> Cn1sc(=O)n(Cc2ccccc2)c1=O
  7.9µM*, 9%&-1%
> CC1CCCCN1CCCOC(=O)c1ccc(OC2CCCCC2)cc1 (stereo not given)
  ?, 0%[53.3 µM]
> CCCCCc1ccc(/C=C/C(=O)Nc2cc(Cl)ccc2C(=O)O)cc1
  ?, -26%
> C=C1C(=O)O[C@@H]2[C@H]1CC[C@H](C)C(CCC(=O)O)C2(C)O (stereo not given in full)
  -11%[57.5 µM], 2%
> C=CCN(/C=C1\C(=O)OC(COC)C2(C)C1=C(O)C(=O)C1=C2C(OC(C)=O)CC2(C)C(=O)CCC12)CC=C (stereo not given)
  -17%, -3%
> C1=CCOCc2cc(ccc2OCCN2CCCC2)Nc2nccc(n2)-c2cccc(c2)OCC1
  ?, 1%[53.3 µM]
> CCOc1ccc(C(Nc2ccccn2)c2ccc3ccc(C)nc3c2O)cc1C (stereo not given)
  20%[57.5 µM], 1%
> OC[C@H]1O[C@@H](Oc2ccc(O)c3cccc(O)c23)[C@H](O)[C@@H](O)[C@@H]1O
  ?, -19%[53.3 µM]

Following part.
Sequence of screens: NTMT1 inh, FH mod
> Nc1nc2c(ncn2C2OC3COP(=O)(O)OC3C2O)c(=O)[nH]1 (stereo not given)
  -13%[57.5 µM], 0%
> COc1ccc(C(=O)O[C@H]2CC(C)=CC[C@@]3(C)[C@@H](OC(C)=O)C[C@@](O)(C(C)C)[C@H]23)cc1
  -17%[29.8 µM], 1%[53.3 µM]
> CN1C/C=C/CCOc2cccc(c2)-c2ccnc(n2)Nc2cccc(c2)C1
  40µM*, 10%
> CN1CCCN(C(=O)c2cccc(-c3ccc(C=C4C(=O)Nc5ccc(Cl)cc54)o3)c2)CC1
  7.1µM*, -3%[53.3 µM]
> CC1=C2C(=O)C=C(CO)C2[C@H]2OC(=O)[C@H](C)[C@@H]2[C@@H](OC(=O)Cc2ccc(O)cc2)C1 (stereo not given in full)
  -1%[29.8 µM], 4%[53.3 µM]
> CN(Cc1cc(Br)cc(Br)c1N)C1CCCCC1
  11%, 2%&4%[53.3 µM]
> C=C(C)C(=O)OC1[C@@H]2C(=C)C(=O)O[C@@H]2C[C@@H](C)[C@@H]2C=CC(=O)[C@@]12C (stereo not given in full)
  3%[29.8 µM], 4%[53.3 µM]
> NC1[C@H]2CN(c3nc4c(cc3F)c(=O)c(C(=O)O)cn4-c3ccc(F)cc3F)C[C@@H]12 (stereo not given in full)
  ?, -5%&4%[53.3 µM]
> COc1ccccc1OCCNCC(O)CCOc1cccc2[nH]c3ccccc3c12 (stereo not given)
  6%[57.5 µM], -2%
> CCC1=C(C)CN(C(=O)NCCc2ccc(S(=O)(=O)NC(=O)NC3CCC(C)CC3)cc2)C1=O (stereo not given)
  -4%&30%&31%[57.5 µM], 2%
> O=S(=O)(Nc1ccc(C(O)(C(F)(F)F)C(F)(F)F)cc1)c1cccs1
  -8%[57.5 µM], 3%
> CCCCCCCCCCCC1=C(O)C(=O)C=C(O)C1=O
  45µM*!, -8%[53.3 µM]
> CCCCCc1ccc(/C=C/[C@H](O)[C@@H](CO)NC)cc1
  9%, -2%
